Bioassay records: PubChem, several laboratories
SRC3 inh: human NCOA3 inhibition | inhibition, % at 3.6 µM | Q9Y6Q9 | AID 588352 | HEK293 GAL4-SRC3 luciferase reporter, luminescence | hit rate 0.17% among 360,000;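 active = inhibition above a per-campaign cutoff, the mean of all compounds plus 3 SD, cut at about 60% in these data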;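 note: 0% = DMSO-treated cells and 100% = gossypol-treated cells at 36 µM; higher means less SRC3-driven luciferase light from the GAL4 reporter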
Target sequence (Q9Y6Q9 whole entry, looked up, the tested form may be a part): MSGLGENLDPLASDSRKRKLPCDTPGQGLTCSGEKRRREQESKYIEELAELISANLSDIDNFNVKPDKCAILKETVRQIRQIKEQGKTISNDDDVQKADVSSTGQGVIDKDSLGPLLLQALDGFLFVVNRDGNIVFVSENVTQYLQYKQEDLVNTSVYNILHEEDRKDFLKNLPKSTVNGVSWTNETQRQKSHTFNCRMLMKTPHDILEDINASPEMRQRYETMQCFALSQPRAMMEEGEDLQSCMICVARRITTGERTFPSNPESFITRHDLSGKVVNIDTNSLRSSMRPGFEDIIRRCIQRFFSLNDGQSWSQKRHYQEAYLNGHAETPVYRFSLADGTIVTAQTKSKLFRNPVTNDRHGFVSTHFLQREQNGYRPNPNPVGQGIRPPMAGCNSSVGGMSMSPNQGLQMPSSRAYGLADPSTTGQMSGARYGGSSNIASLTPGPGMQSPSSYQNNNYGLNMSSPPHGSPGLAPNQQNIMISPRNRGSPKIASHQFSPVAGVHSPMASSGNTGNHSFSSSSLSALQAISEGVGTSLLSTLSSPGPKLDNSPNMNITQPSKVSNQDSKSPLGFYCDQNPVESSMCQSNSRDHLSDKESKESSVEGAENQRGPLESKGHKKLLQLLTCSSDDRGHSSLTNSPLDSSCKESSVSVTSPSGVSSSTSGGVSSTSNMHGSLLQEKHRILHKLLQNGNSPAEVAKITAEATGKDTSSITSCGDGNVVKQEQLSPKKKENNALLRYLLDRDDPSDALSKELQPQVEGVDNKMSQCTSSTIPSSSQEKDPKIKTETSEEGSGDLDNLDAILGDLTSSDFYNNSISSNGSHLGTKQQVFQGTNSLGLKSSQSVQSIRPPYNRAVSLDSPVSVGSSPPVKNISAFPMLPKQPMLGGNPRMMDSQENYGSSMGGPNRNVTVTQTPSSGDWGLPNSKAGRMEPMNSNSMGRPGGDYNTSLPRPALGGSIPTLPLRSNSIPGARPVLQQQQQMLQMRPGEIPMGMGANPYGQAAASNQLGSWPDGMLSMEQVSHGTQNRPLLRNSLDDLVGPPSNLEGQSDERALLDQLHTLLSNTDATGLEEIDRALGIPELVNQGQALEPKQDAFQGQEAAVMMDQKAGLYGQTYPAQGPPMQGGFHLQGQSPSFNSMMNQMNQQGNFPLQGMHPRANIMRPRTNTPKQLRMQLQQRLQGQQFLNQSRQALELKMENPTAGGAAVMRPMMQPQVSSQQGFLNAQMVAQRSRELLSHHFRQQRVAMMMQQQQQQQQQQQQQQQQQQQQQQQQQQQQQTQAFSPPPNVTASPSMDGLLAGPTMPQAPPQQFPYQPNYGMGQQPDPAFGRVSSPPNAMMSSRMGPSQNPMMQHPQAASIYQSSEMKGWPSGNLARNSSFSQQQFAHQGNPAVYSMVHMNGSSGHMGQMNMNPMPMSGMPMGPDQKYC
TWEAK Fn14 block: TWEAK-Fn14 signaling inhibition. TWEAK-stimulated Fn14 reporter cells, luciferase luminescence, 8 h. inhibition, % at 10 µM. hit rate 2% among 360,000; in the data active = inhibition above about 50%
COUP-TFII inh: NR2F2 (human) inhibition, primary screen; inhibition, % at 8.6 µM; P24468; HEK293T NGFI-A luciferase reporter, luminescence; AID 686940; hit rate 0.7% among 370,000;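 active = inhibition above a per-plate cutoff, mean inhibition of test wells between control levels plus 3 SD, cut at about 38% in these data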;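 note: cells cotransfected with COUP-TFII expression vector driving the NGFI-A reporter; 0% = median of COUP-TF2 test wells and 100% = reporter-only cells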
LRH-1 inv ag: inverse agonists of human LRH-1 (NR5A2); O00482; HEK293T StAR-luciferase reporter, LRH-1 transfected, 24 h; inhibition, % at 3.6 µM; hit rate 0.13% among 360,000; AID 602396;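 active = inhibition above the mean inhibition of all tested compounds plus 3 SD, cut at about 73% in these data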;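 note: 0% = DMSO wells and 100% = reporter-only cells lacking LRH-1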
LMP1 NFkB inh: reduces LMP1-driven NF-kappaB luciferase signal | AID 504558 | hit rate 0.69% among 350,000 | LMP1-induced NF-kappaB luciferase reporter cells, luminescence | inhibition, % at 12.5 µM; in the data active = inhibition above about 41%;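 note: 0% = neutral control wells and 100% = reference inhibitor control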
C8 TRAIL sens: sensitizes caspase-8 expressing cells to TRAIL; hit rate 1% among 360,000; inhibition (viability loss, TRAIL sensitization), % at 10 µM; AID 624354; NB7+C8 cells + TRAIL, ATPlite viability luminescence;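 active = compounds causing at least 50% loss of cell viability in the single-dose screen, relative to plate controls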
TROY signal inh: TROY signaling inhibition | hit rate 0.98% among 360,000 | Q293 LMP1-TROYcd NF-kB luciferase reporter, 4 h | AID 1347056 | inhibition, % at 10 µM;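 active = compounds whose plate-normalised and pattern-corrected inhibition of the luciferase reporter signal at the single screening dose is 50% or more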
KKLEB tox: reduces viability of KKLEB cystic fibrosis airway cells. activity change (cytotoxicity), % at 5 µM. KKLEB CF airway cells viability, ATPlite luminescence, overnight; hits give low values; cells stimulated with P. aeruginosa culture filtrate. hit rate 0.36% among 360,000;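 active = corrected activity change at or below -50% at 5 µM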
Shn3 inh set2: Schnurri-3 reporter inhibition in Clone20 osteoblasts. Clone20 osteoblast Shn3 3'UTR firefly luciferase, 24 h. hit rate 0.52% among 360,000. inhibition, % at 12.5 µM. AID 588674;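 active = mean inhibition of at least 75% with every replicate also reaching 75%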;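 note: 0% = median of neutral control wells and 100% = pilot-screen positive control compound; some compounds past the cut are filed as inactive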
NCOA1 inh: inhibits human SRC1 coactivator; hit rate 0.12% among 360,000; Q15788; HEK293 GAL4-SRC1 luciferase reporter, luminescence; inhibition, % at 3.6 µM;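 active = inhibition above the campaign mean plus 3 SD, with each screening campaign given its own cutoff, cut at about 60% in these data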;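 note: 0% = DMSO treated cells and 100% = gossypol at 36 µM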
CF NFkB block: cystic fibrosis NF-kB activation inhibition; KKLEB NF-kB-GFP reporter, PAF-induced, GFP fluorescence overnight; inhibition, % at 5 µM; hit rate 0.86% among 360,000;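 active = at least 50% inhibition at 5 µM, scaled per plate between neutral and stimulator controls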;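 note: PAF is a Pseudomonas aeruginosa culture filtrate used as stimulus; plate controls were PAF-stimulated DMSO wells for no effect and unstimulated DMSO wells for full effect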
* hit, by the source's call; nt = not tested or not shown. Some of the compounds tested, so the mix of outcomes need not match the whole.

SMILES	SRC3 inh	TWEAK Fn14 block	COUP-TFII inh	LRH-1 inv ag	LMP1 NFkB inh	C8 TRAIL sens	TROY signal inh	KKLEB tox	Shn3 inh set2	NCOA1 inh	CF NFkB block
COc1ccc(-c2cn(-c3ccc(C)c(C)c3)c(=S)[nH]2)cc1OC	-2	-15	-1	8	-1	10	-8	-1	-13	-2	-8
COc1cccc(OC)c1-c1nn2c(-c3cc(-c4ccccc4)n[nH]3)nnc2s1	0	19	3	-2	4	12	-12	-14	6	7	-24
Cn1c(NC(=O)C[n+]2cc(-c3ccc(F)cc3)n3c2CCC3)cc(=O)n(C)c1=O	5	-5	-5	2	-1	-4	-12	6	-11	-3	2
CSCCC(NS(=O)(=O)c1ccc(Cl)cc1)C(=O)OCC(=O)NC1CCCCC1 (stereo unspecified)	3	0	4	12	3	-8	-4	-6	-16	7	10
C=CCn1c(Oc2ccc(C=O)cc2OCC)nc2c1c(=O)n(C)c(=O)n2C	1	-13	11	1	2	4	-2	-9	-6	13	1
CC(C)Cc1nc2sc3c(c2c(=O)n1N)CC(C(C)C)OC3 (stereo unspecified)	-2	-10	5	-20	-1	16	-33	-13	25	-6	-2
Cc1cccc(NC(=O)c2ccccc2O)c1C	-26	-39	-22	-45	-14	1	-22	5	-6	-36	8
COc1cc(C(=O)Nc2scc(-c3ccc(C)cc3)c2C(=O)O)cc(OC)c1OC	17	34	-7	21	9	6	33	-8	-6	-3	-3
CCN(CC)CCOCCOc1ccc(Cl)c2ccccc12	5	6	9	9	-11	1	25	-24	-2	-40	-1
COC(=O)N1[C@H](C)C=C[C@]1(Cc1ccccc1)C(=O)NCCCNc1ncc(C(F)(F)F)cc1Cl	5	-10	-6	-11	-1	22	-11	7	11	-13	10
CN(Cc1nc(-c2cnccn2)no1)CC1CCN(Cc2ccccc2)CC1	16	19	-6	-2	-9	14	19	-18	nt	2	14
CC1NC(=O)c2cc3ccccc3cc2-n2c1nc1cc(Cl)ccc1c2=O (stereo unspecified)	-15	-6	6	6	-3	2	-7	-24	6	-10	30
Cn1cccc1Cc1nnc(SCC(=O)N2CCOCC2)n1-c1ccc(F)cc1	-4	-5	-6	24	-6	-6	-4	-15	-5	-23	20
CCOc1ccc2nc(NC(=O)CSc3ccccc3)sc2c1	4	32	-15	-8	-8	2	-5	-8	-58	-12	10
Cc1ccc(C)c(NC(=O)C2CC3CCC2C3)c1 (stereo unspecified)	-25	9	-6	-14	6	-17	-17	4	-4	-11	-5
O=[N+]([O-])c1cccnc1Oc1ccccc1F	-8	-1	15	-18	8	17	-6	-4	0	15	3
COc1ccc(-c2c(C)nn(-c3ccccc3)c2NC(C)=O)cc1OC	6	0	12	1	2	-1	13	-4	0	5	9
Cc1cc(NC(=O)CN2C(=O)[C@@H]3[C@H](C2=O)[C@@H]2C[C@H]3C(Br)C2Br)no1 (stereo partly specified)	2	-1	-13	-12	2	3	1	-8	12	23	-8
O=c1cnc2ccccc2n1Cc1ccccc1	-10	15	-8	-30	4	4	-21	-3	-61	1	0
Cc1ccc(CN2CC(C(=O)N(CC(C)C)c3c(N)n(Cc4ccccc4)c(=O)[nH]c3=O)CC2=O)cc1 (stereo unspecified)	8	5	-10	-27	-2	4	0	17	9	-11	-9
COc1ccccc1NC(=O)NNC(=O)c1ccc2c(c1)NC(=O)C(C)(C)O2	-10	29	1	11	4	14	-2	6	3	4	5
Cc1sc2nc(CN(Cc3cccs3)C(=O)NC3CCCCC3)[nH]c(=O)c2c1C	-43	-8	19	12	-2	-2	2	-3	11	6	10
C=C(C)CSc1nc(N)cc(=O)[nH]1	16	-4	7	-12	6	4	2	-2	2	6	2
Cc1cc(C(=O)COc2ccccc2Cl)c(C)n1-c1ccc2c(c1)OCO2	-97	-33	-22	-74	-4	45	-71	-6	16	-70	15
CCOC(=O)NC(c1cccc(Cl)c1)C1CCCCCC1=O (stereo unspecified)	14	-6	-3	18	-12	1	8	-4	1	-2	8
Cc1cccc(NC(=O)CSc2nnc(-c3ccco3)o2)c1C	-1	-18	-13	7	-2	10	-18	-4	-1	12	-14
COc1ccc(NC(=O)c2cc3n(n2)C(C(F)(F)F)CC(c2ccco2)N3)cc1 (stereo unspecified)	9	31	-10	-8	-23	-11	nt	2	-57	1	20
Cc1cc(C)c(NC(=O)CN)c(C)c1	3	0	5	-4	3	-6	2	-4	0	-30	0
O=[N+]([O-])c1ccc(Nc2ccccc2F)nc1	3	-18	-24	6	1	-4	2	7	17	6	-31
CC1CCCC(N2CCN(C(=O)c3cccc(F)c3)CC2)C1 (stereo unspecified)	9	5	8	18	5	-1	-5	1	-4	-5	1
CC(CNC(=O)c1ccc(C(C)(C)C)cc1)CN(C)C (stereo unspecified)	8	0	-4	6	-8	-3	-14	-3	-62	-13	6
C[C@H](CO)N1C[C@H](C)[C@@H](CN(C)Cc2ccccc2)Oc2c(NS(=O)(=O)c3ccc(F)cc3)cccc2C1=O	-17	8	0	-10	1	-1	18	15	-32	2	-20
CCOc1ccc(-n2c(SC)nc3c(c2=O)SCC3)cc1	-2	5	1	6	9	21	6	-1	14	12	8
Cc1[nH]c2ccccc2c(=O)c1CNCc1ccccc1	6	-17	10	2	-2	-4	-10	15	2	-5	-92
COc1ccc(CCN(CC(=O)NC2CCCC2)C(=O)CCC(=O)Nc2cc(C)on2)cc1OC	-36	-2	4	3	-9	-6	1	-7	-27	12	-3
O=c1[nH]c2ccccc2n1CCCOc1ccccc1	4	-22	-21	-28	-4	1	0	-3	-16	5	6
COc1ccc(/C=C/C(=O)Nc2cccnc2Cl)cc1	-126	1	-18	-115	-1	32	-27	3	-77	-102	-11
Cn1cc(S(=O)(=O)N2CCc3ccccc32)cc1C(=O)NC1CCCCC1	20	13	8	-21	13	1	13	-6	5	-8	-6
O=c1ccc(-c2ccc(S(=O)(=O)Nc3ccccc3)o2)n[nH]1	-18	7	7	-28	5	-14	0	-10	8	4	1
CN1CC(=O)N(CC(=O)N2CCC(Cc3ccccc3)CC2)C1=O	-5	4	10	3	-5	16	-7	4	0	-13	-16
O=C(CCc1nnc(CCC2CCCCC2)o1)NCCn1cccn1	2	-4	-6	16	3	0	10	-1	-1	-4	-1
O=S(=O)(NCCc1ccccc1)c1cccs1	3	4	-13	-17	3	-10	-15	4	-11	-9	-6
Cc1ccccc1NC(=S)NC1CC2CCC(C1)N2Cc1ccco1 (stereo unspecified)	6	-7	-14	16	3	11	1	-1	-23	-7	11
Cc1cccc(Cn2nc(C)cc2NC(=O)Cn2cc([N+](=O)[O-])cn2)c1	20	0	-5	5	1	-13	7	-3	0	14	1
COc1ccc(OC)c(C(=O)N(C)C2CCCN(Cc3ccccc3F)C2)c1 (stereo unspecified)	3	3	-11	12	8	-2	-4	-2	12	0	13
COc1ccc(-c2noc(-c3ccccc3C(=O)Nc3cccnc3)n2)cc1OC	-4	7	-25	17	-5	-4	-17	14	18	6	-7
CCOc1ccc(NC(=O)CSc2n[nH]c(=O)n2-c2ccccc2)cc1	-14	7	-8	1	-11	-2	-2	5	12	-8	-3
O=C(Nc1ccc([N+](=O)[O-])cc1)Nc1ccc(N2CCOCC2)c2nonc12	-3	6	1	-1	20	21	69*	-20	23	11	10

Compound profiles, as listed above:
CCOc1ccc(NC(=O)CSc2n[nH]c(=O)n2-c2ccccc2)cc1 reads SRC3 inh = -14; TWEAK Fn14 block = 7; COUP-TFII inh = -8; LRH-1 inv ag = 1; LMP1 NFkB inh = -11; C8 TRAIL sens = -2; TROY signal inh = -2; KKLEB tox = 5; Shn3 inh set2 = 12; NCOA1 inh = -8; CF NFkB block = -3
Cc1cccc(Cn2nc(C)cc2NC(=O)Cn2cc([N+](=O)[O-])cn2)c1 reads SRC3 inh = 20; TWEAK Fn14 block = 0; COUP-TFII inh = -5; LRH-1 inv ag = 5; LMP1 NFkB inh = 1; C8 TRAIL sens = -13; TROY signal inh = 7; KKLEB tox = -3; Shn3 inh set2 = 0; NCOA1 inh = 14; CF NFkB block = 1

Remaining list, next part.
SMILES	SRC3 inh	TWEAK Fn14 block	COUP-TFII inh	LRH-1 inv ag	LMP1 NFkB inh	C8 TRAIL sens	TROY signal inh	KKLEB tox	Shn3 inh set2	NCOA1 inh	CF NFkB block
CC1CCCC(C)N1C(=O)c1ccc(CS(=O)(=O)c2ccccc2)cc1 (stereo unspecified)	16	10	-18	-3	-4	3	-20	0	9	-41	16
Cc1ccc(S(=O)(=O)N2[C@@H](c3ccc(F)cc3)C(C(=O)O)=CC[C@H]2c2ccc3c(c2)OCO3)cc1	7	3	-6	5	-1	7	-1	23	4	3	-6
CCN(CC1COc2ccccc2O1)C(=O)CN1C(=O)NC(C)(c2ccccc2)C1=O (stereo unspecified)	-2	5	-9	-8	-11	2	-8	12	-9	-1	3
COc1cc(/C=N/NC(=O)c2ccoc2C)cc(OC)c1O	-52	nt	-50	-107	7	nt	nt	nt	-3	-107	nt
O=C(NCCc1csc(-c2ccccc2)n1)c1ccco1	14	-16	3	0	4	-2	-8	-14	-19	7	18
COc1cccc(CNC(=O)Cc2csc(Nc3nc(=S)[nH]c4ccccc34)n2)c1	4	-1	-5	2	-8	2	7	-3	-2	-2	4
COc1ccc(NC(=O)c2sc(=O)n(Cc3ccc(F)c(Cl)c3)c2C)cc1OC	51	-40	15	58	nt	-5	-1	-1	13	43	-28
O=C(NCCC1=CCCCC1)C(=O)NCC1OCCCN1S(=O)(=O)c1cc(F)ccc1F (stereo unspecified)	0	-2	2	13	-4	-1	5	-6	11	-2	-4
CCOC(=O)COc1ccccc1/C=C\[N+](=O)[O-]	-2	104*	nt	24	15	23	87*	-29	97*	-23	81*
Cc1ccc(-c2nc3cc(Br)cnc3nc2-c2ccc(C)cc2)cc1	-6	-24	-1	6	-10	9	21	6	25	5	-5
O=c1cc(/N=C/c2coc3c(ccc4ccccc43)c2=O)[nH]c(=S)[nH]1	-16	-43	21	-12	5	-5	-1	4	0	-10	-14
N#Cc1cnn2c(C(F)(F)F)cc(-c3ccccc3)nc12	1	1	-15	20	-4	5	3	-6	10	8	-4
CCOC(=O)C1=C(C)NC2=C(C(=O)CC(C)(C)C2)C1c1ccc(O)c(OCC)c1 (stereo unspecified)	13	13	19	8	3	-8	11	2	-10	2	-14
CCC(=O)NC(=Nc1nc2ccccc2s1)NC(=O)CC	-77	-11	-21	-142	-38	28	-82	0	-102	-86	10
O=C(C1CCN(CCCc2ccccc2)CC1)N(CCc1ccccc1)Cc1ccccc1	12	-10	5	4	6	22	-4	-6	75	-9	22
CC1CCN(C(=O)CCNC(=O)c2ccccc2Cl)CC1	-6	-10	-5	-19	-5	-9	-38	8	-13	-26	-28
COc1ccc(CNc2nc3nc4c(c(=O)n3[nH]2)CCC4)cc1	-6	3	6	13	-8	-10	-1	-8	2	-5	9
CCC(C)(C(=O)NC1CCCCC1)N(Cc1ccco1)C(=O)CNC(=O)c1ccccc1 (stereo unspecified)	27	4	-9	4	0	-3	10	-1	8	2	-7
CCC(=O)N(CCO)Cc1cc2ccc(C)c(C)c2[nH]c1=O	8	20	-7	2	-2	-10	17	-4	6	-19	11
O=C(Cc1ccc(S(=O)(=O)N2CCOCC2)s1)NCCc1ccc(F)cc1	-8	1	-9	0	-8	5	-7	12	0	-11	-7
Clc1ccc(CNCc2cccs2)cc1Cl	4	-2	-4	7	5	18	-19	4	-20	-36	-24
